High-throughput results deposited in PubChem by IUPUI and University of Michigan.
ST2 inh: blocks human ST2 binding to IL-33 | AlphaLISA ST2-Fc/biotin-IL-33 interaction, 1 h | inhibition, % for hits at 17 µM | 78,000 tested, 2.3% active | AID 1259354; in the data active means inhibition above about 30%; inconclusive means mostly about 10% to 28%
Target sequence (Q01638 whole entry, looked up): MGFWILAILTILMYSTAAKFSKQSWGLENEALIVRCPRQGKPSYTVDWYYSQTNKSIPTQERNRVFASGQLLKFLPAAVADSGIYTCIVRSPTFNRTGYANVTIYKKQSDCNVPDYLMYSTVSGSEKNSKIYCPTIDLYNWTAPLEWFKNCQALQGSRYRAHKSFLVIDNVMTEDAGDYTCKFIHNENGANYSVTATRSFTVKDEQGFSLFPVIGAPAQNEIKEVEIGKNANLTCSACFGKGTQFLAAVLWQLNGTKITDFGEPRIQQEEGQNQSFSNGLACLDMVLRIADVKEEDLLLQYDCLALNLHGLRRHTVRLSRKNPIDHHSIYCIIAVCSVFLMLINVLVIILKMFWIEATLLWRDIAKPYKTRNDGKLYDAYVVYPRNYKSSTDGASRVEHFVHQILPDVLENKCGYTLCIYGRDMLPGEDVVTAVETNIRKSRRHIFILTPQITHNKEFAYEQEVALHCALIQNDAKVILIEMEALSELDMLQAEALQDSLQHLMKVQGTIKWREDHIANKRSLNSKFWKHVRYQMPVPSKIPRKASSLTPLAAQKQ
* = called active by the depositor; i = inactive; u = inconclusive. This is a subset; count on the stated rates, not on these rows.

SMILES | ST2 inh
Nc1c(S(=O)(=O)c2ccccc2)nnn1-c1ccccc1 | i
C=CCn1c(C(Cc2ccccc2)NC(=O)c2cccs2)nc2ccccc21 (centres undefined) | i
O=c1cc(-c2nc3ccccc3s2)oc2ccccc12 | u
NC(Cc1ccc(Cl)cc1)C(=O)O (centres undefined) | i
CCC1Oc2ccccc2N(CC(=O)N2CCN(CC)CC2)C1=O (centres undefined) | i
Cn1c(NCc2cc(Cl)ccc2O)nc2ccccc21 | i
CCC(C)OC(=O)C1=C(C)NC2=C(C(=O)C(C(=O)OC)C(C)C2)C1c1ccc2c(c1)OCO2 (centres undefined) | i
COC(=O)c1ccccc1O[C@@H]1O[C@H](CO)[C@@H](O)[C@H](O)[C@H]1O[C@@H]1O[C@@H](C)[C@H](O)[C@@H](O)[C@H]1O | i
O=C1NCCN2CCN(C(=O)CCc3ccc(-c4cccs4)o3)CC12 (centres undefined) | u
Nc1nonc1-c1nc2ccccc2n1Cc1cc2c(cc1Cl)OCO2 | u
CCCCN(Cc1ccccc1)S(=O)(=O)c1ccc2c(c1)CC(C)N2C(C)=O (centres undefined) | i
COCc1ncc(CN2CCN(c3cc(C)nc(SC)n3)CC2)cn1 | u
CC1=C(C(N)=O)C(c2ccc([N+](=O)[O-])cc2)n2nc(SCc3ccccc3F)nc2N1 (centres undefined) | i
N#Cc1nc(COc2ccc(Cl)cc2)oc1N1CCC(C(N)=O)CC1 | u
Cc1c(C(=O)NCCN(C)C)oc2ccc(S(=O)(=O)N3CCCC3)cc12 | i
CCC(C)NC(=O)C1c2cc(OC)c(OC)cc2C(=O)N(C)C1c1ccccc1F (centres undefined) | i
COc1ccccc1C(=O)Nc1sc2c(c1C(=O)NC1CCS(=O)(=O)C1)CCCC2 (centres undefined) | u
CC1(C)C2([N+](=O)[O-])CN(CCO)CC1([N+](=O)[O-])CN(CCO)C2 | i
COc1nc(C)c(C(=O)N2CCN3CCN(C)C(=O)C3C2)s1 (centres undefined) | u
Cc1nc(=O)c(-c2ccccc2)c(C)n1-c1ccccc1C(=O)O | i
O=C(O)COc1ccc(C2C3=C(CCCC3=O)OC3=C2C(=O)CCC3)cc1 | i
O=C(Cc1c(C(=O)O)[nH]c2ccc(Cl)cc12)Nc1cccc(C(F)(F)F)c1 | i
Cc1[nH]nc2c1C(c1cccc3ccccc13)CC(=O)N2 (centres undefined) | i
COc1ccccc1-n1c(SCC(=O)Nc2ccc(F)cc2)nc2c(c1=O)SCC2 | i
Cc1nn(Cc2ccc(F)cc2)c(C)c1NC(=O)c1cc(-c2ccc(Cl)cc2)on1 | i
O=C(Cn1c(=O)n(CC2CCC(C(=O)N3CCCCC3)CC2)c(=O)c2sccc21)N1CCCC1 (centres undefined) | u
Cc1ccc2c(-c3ccc(CN(C)C)cn3)cccc2n1 | i
CN(C)CCCCOc1ccc(Br)cc1Cl | i
Cn1c(=O)[nH]c(=O)c2c1nc(Br)n2CC(N)=O | i
CC(=O)N(CN1C(=O)c2cc(Cl)c(Cl)cc2C1=O)c1ccccc1 | i
Cc1oc2cc(Br)c(OCC(=O)OCc3ccccc3)cc2c1C(=O)OC(C)C | i
Cc1nnc(SCc2cnc(-c3ccccc3)o2)[nH]c1=O | i
CC(C)OCCCNC(=O)C1(O)c2ccccc2NC(=O)N1c1ccc(Cl)cc1 (centres undefined) | i
COc1ccc2oc(=O)c(C(=O)Nc3nc(-c4ccccc4)cs3)cc2c1 | i
N#CCSC1=Nc2ccccc2C2=NC(CCC(=O)N3CCN(c4ccccc4)CC3)C(=O)N12 (centres undefined) | i
O=c1[nH]cc(COCc2ccccc2)c(=O)[nH]1 | i
O=C(CCN1CCC(O)(c2cccnc2)CC1)N1CCc2ccccc2C1 | i
COCc1nc2ccccc2n1Cc1ccc(C(C)(C)C)cc1 | i
COCC(=O)N(c1ccc(C(C)C)cc1)C1C=CS(=O)(=O)C1 (centres undefined) | i
Cc1ccc(NC(=O)Cn2c(Br)nc3c2c(=O)n(C)c(=O)n3C)cc1 | i

Nothing new here: an excerpt of the list.
SMILES | ST2 inh
Cc1[nH]nc2c1C(c1cccc3ccccc13)CC(=O)N2 (centres undefined) | i
COc1ccccc1-n1c(SCC(=O)Nc2ccc(F)cc2)nc2c(c1=O)SCC2 | i
Cc1nn(Cc2ccc(F)cc2)c(C)c1NC(=O)c1cc(-c2ccc(Cl)cc2)on1 | i
O=C(Cn1c(=O)n(CC2CCC(C(=O)N3CCCCC3)CC2)c(=O)c2sccc21)N1CCCC1 (centres undefined) | u
Cc1ccc2c(-c3ccc(CN(C)C)cn3)cccc2n1 | i
CN(C)CCCCOc1ccc(Br)cc1Cl | i
Cn1c(=O)[nH]c(=O)c2c1nc(Br)n2CC(N)=O | i
CC(=O)N(CN1C(=O)c2cc(Cl)c(Cl)cc2C1=O)c1ccccc1 | i
Cc1oc2cc(Br)c(OCC(=O)OCc3ccccc3)cc2c1C(=O)OC(C)C | i
Cc1nnc(SCc2cnc(-c3ccccc3)o2)[nH]c1=O | i
CC(C)OCCCNC(=O)C1(O)c2ccccc2NC(=O)N1c1ccc(Cl)cc1 (centres undefined) | i
COc1ccc2oc(=O)c(C(=O)Nc3nc(-c4ccccc4)cs3)cc2c1 | i
N#CCSC1=Nc2ccccc2C2=NC(CCC(=O)N3CCN(c4ccccc4)CC3)C(=O)N12 (centres undefined) | i
O=c1[nH]cc(COCc2ccccc2)c(=O)[nH]1 | i
O=C(CCN1CCC(O)(c2cccnc2)CC1)N1CCc2ccccc2C1 | i
COCc1nc2ccccc2n1Cc1ccc(C(C)(C)C)cc1 | i

Additional records follow.
SMILES | ST2 inh
COc1ccc(C(=O)Nc2c3c(nn2-c2ccccc2C)CS(=O)C3)cc1OC (centres undefined) | i
Cc1ccc(SCc2nc3ccccn3c2Cl)cc1 | u
CN(C)CCSc1nnc2sc3ccccc3n12 | i
Fc1ccc2oc([C@H]3CCN(C4CCOCC4)C3)nc2c1 | i
O=C(NCc1cccs1)c1cccn2c(=O)c3sccc3nc12 | u
COc1ccc(CN2CCCC(O)C2)c(OC)c1OC (centres undefined) | i
CCc1ccc(S(=O)(=O)n2cnc3cc(C)c(C)cc32)cc1 | u
Cc1cccc(C)c1NC(=O)c1ccccc1NC(=O)C(C)n1cncn1 (centres undefined) | i
COc1ccc(S(=O)(=O)N2CCCCC2)cc1 | i
Cc1cccc(OCC(O)Cn2cnc3ccccc32)c1 (centres undefined) | i
CC(=O)Nc1ccc(S(=O)(=O)N2CCN(Cc3ccccc3)CC2)cc1 | i
c1cncc(OCCCNc2nc(-c3ccncc3)nc3c2CCNC3)c1 | i
CCC(C)NCCOc1ccccc1[N+](=O)[O-] (centres undefined) | i
COc1ccc(N(C(=O)Cc2ccc(F)cc2)C2C=CS(=O)(=O)C2)c(OC)c1 (centres undefined) | i
COC(=O)c1cc2n(n1)CCCN(C(=O)c1cc3nc(C)cc(C)n3n1)C2 | i
CCC(=O)N1CCc2cc(Br)cc(S(=O)(=O)NCCc3ccc(Cl)cc3)c21 | i
COc1cc(NC(=O)COc2ccccc2OC)cc(OC)c1 | i
O=C(Nc1ccc(Oc2ccccc2)cc1)c1cnc2n(c1=O)CCS2 | i
CCOC(=O)c1cn(C(C)CO)c2c(F)c(F)c(F)cc2c1=O (centres undefined) | i
Cc1cc(C)c(C(=O)NCCCc2nc3ccccc3n2C)c(=O)[nH]1 | i
COc1cc(O)c2c(c1)O[C@H](c1ccc(O)c(O)c1)[C@@H](OC(C)=O)C2=O | i
COc1ccc(N2CCN(C(=O)c3cc4ccccn4n3)CC2)cc1 | u
CCCOc1ccc(/C=c2\sc3nc(-c4ccncc4)nn3c2=O)cc1 | u
COc1ccc2[nH]c(CNC(=O)CC(=O)Nc3cc(C)ccc3C)cc2c1 | i
CC(=O)N1CCc2cc(N3C(=O)c4ccccc4C3=O)ccc21 | i
COc1ccc(CNC(=O)CN2CCCN(Cc3cccc(Cl)c3)S2(=O)=O)cc1 | i
O=C(Oc1cccc(NC2=NS(=O)(=O)c3ccccc32)c1)c1ccccc1Cl | u
N#Cc1ccc(Oc2cccc3cccnc23)cc1C#N | i
COc1cc(NC(=O)c2noc3c2CCC3)cc(OC)c1OC | i
CC1OC(OC2C(O[C@H]3OC[C@](O)(CO)[C@H]3O)COC(O[C@@H]3[C@@H](O)[C@@H](O)[C@H](OC4C(OC(=O)[C@]56CCC(C)(C)CC5C5=CCC7[C@@]8(C)C[C@H](O)[C@H](OC9OC(CO)C(O)C(O)C9O)[C@@](C)(CO)C8[C@H](O)C[C@@]7(C)[C@]5(C)CC6)OCC(O)C4O)O[C@H]3C)C2O)C(O)C(O)C1O (some centres undefined) | i
O=C(c1ccccc1-c1ncc[nH]1)N1CCC2(CC1)C(=O)Nc1ccccc12 | i
NC(N)=NS(=O)(=O)c1ccc(NC(=O)c2ccc([N+](=O)[O-])cc2)cc1 | u
O=c1c2cnn(-c3ccccc3)c2ncn1Cc1ccc(Cl)cc1 | i
Cc1ccc(CNC(=O)c2ccc(Nc3cc(-c4ccccc4)ncn3)cc2)cc1 | i
O=C(c1ccc(Cl)cc1)n1cnc2ccccc21 | i
CSc1nc(N)nc(SC/C=C/c2ccccc2)c1C#N | u
Cc1ccc(C)c(OCCN(C)C(=O)C2CCCNCC2)c1C (centres undefined) | i
CC1C(C#N)=C(N)OC2=C1C(=O)CC(c1ccccc1)C2 (centres undefined) | i
COc1cc(OC)c(NC(=O)COc2ccc(Br)cc2C)cc1Cl | i
O=C1S/C(=C\c2ccc3c(c2)OCO3)C(=O)N1Cc1ccccc1F | u

At a glance, 2 of the compounds above.
SMILES | ST2 inh
O=C(c1ccccc1-c1ncc[nH]1)N1CCC2(CC1)C(=O)Nc1ccccc12 | i
NC(N)=NS(=O)(=O)c1ccc(NC(=O)c2ccc([N+](=O)[O-])cc2)cc1 | u

(further entries)
SMILES | ST2 inh
O=C(CC1SC(=Nc2ccccc2)N(S(=O)(=O)c2ccccc2)C1=O)Nc1ccccc1 (centres undefined) | i
Cc1cc(OCCCCOc2ccc(S(N)(=O)=O)c(C)c2)ccc1S(N)(=O)=O | i
O=C(O)CN(CC(=O)O)c1ccccc1 | i
O=S(=O)(NCc1ccc(F)cc1)c1cccc2cccnc12 | i
CCN(Cc1noc(CC(C)C)n1)Cc1cc2c(cc1Cl)OCO2 | u
CC(C)CN1CCNC(=O)C1CC(=O)N(C)Cc1csc(C(C)C)n1 (centres undefined) | i
CC(C)c1cc(C2CCCN2C(=O)c2cnn3c2CCCC3)no1 (centres undefined) | 32%*
Cc1ccc(-n2c(=O)c3sccc3n(CC(=O)Nc3cccc(Cl)c3)c2=O)cc1F | i
CC1(C)Cc2c(c(N3CCOCC3)nc3sc4c(=O)[nH]cnc4c23)CO1 | u
O=C(c1cc2ncc(CCO)cn2n1)N1CCC1c1ccc(F)cc1 (centres undefined) | u
Cc1[nH]n(-c2ccc(Cl)cc2)c(=O)c1C=Nc1ccc(N)c([N+](=O)[O-])c1 | i
CC(=O)C1=C(O)C(=O)N(c2ccc(O)cc2)C1c1ccccc1F (centres undefined) | i
COCCN(CCOC)S(=O)(=O)c1ccc(C(=O)Nc2nnc(CSC)o2)cc1 | i
CCOc1ccccc1C(=O)n1cc(Cl)cn1 | i
Cc1ccnc(NS(=O)(=O)c2ccc(NC(=O)c3ccc4c(c3)OCCO4)cc2)n1 | i
COc1ccccc1N1CCN(S(=O)(=O)c2ccc(F)cc2)CC1 | u
Cc1cccc(-c2noc([C@@H]3C[C@@H](O)CN3Cc3cccs3)n2)c1 | i
COc1ccc2cc3cc(C(=O)Nc4ccc(F)cc4F)oc3nc2c1 | i
CCc1c(-c2ccccc2)nc2ccccc2c1C(=O)O | i
CN(C)S(=O)(=O)c1ccc(C(=O)Nc2nc3c(cc4c5c(cccc53)CC4)s2)cc1 | i
CCCc1cnc(C)nc1-c1ccn[nH]1 | i
COc1ccc(CNC(=O)NCCCn2c(-c3ccncc3)nc3cccnc32)cc1 | u
c1ccc2c(CN3CCCCC3CCn3ccnc3)ccnc2c1 (centres undefined) | i
Cn1c(Oc2ccc(Cl)cc2)nc2c1c(=O)n(Cc1ccc(F)cc1)c(=O)n2C | u
CN(C)CCN(C)[C@@H]1[C@H](O)[C@H](CO)O[C@@H]1CNC(=O)c1cccs1 | u
O=C(CSC1=NC(=O)C(c2ccccc2)C(=O)N1)Nc1cccc(Cl)c1 (centres undefined) | i
COc1cc(CN2CCN(c3ccccc3)CC2)cc(OC)c1OC | u
C#CCn1c(=NC(=O)CSCC(=O)Nc2nccs2)sc2ccccc21 | i
CCSc1nc2c(c(=O)[nH]1)C(c1ccncc1)C(C(=O)OC(C)C)=C(C)N2 (centres undefined) | i
COc1ccc(/C=C2\c3cc([N+](=O)[O-])ccc3-c3c2cc([N+](=O)[O-])cc3[N+](=O)[O-])cc1OC | u
CN1C[C@@H](NC(=O)c2cccs2)C[C@H]1C(=O)NCCc1ccccc1Cl | u
CCCCN(Cc1ccccc1)S(=O)(=O)c1cccc2nsnc12 | i
COc1ccc(C2CC(c3ccc([N+](=O)[O-])cc3)=NN2)cc1 (centres undefined) | 30%*
Clc1cccc(N2CCN(C3CCCN(Cc4ccc5nsnc5c4)C3)CC2)c1 (centres undefined) | u
C/C=C/CC(=O)NC1CCN(Cc2cccc(O)c2)CC1 | i
Cc1ccc(Cc2c(C)nc3nc(SCC(=O)N4CCCC4)nn3c2C)cc1 | i
COc1ccc(CN2CC(OCc3cccnc3)CN(C(=O)c3snnc3C)CC2=O)cc1 (centres undefined) | i
Cc1nc2nc(SCC(=O)N3CCCC3)nn2c(C)c1Cc1ccccc1Cl | i
CCC(C(=O)N1CCCCC1C)c1ccccc1 (centres undefined) | i
Cn1c([C@H]2CCN(Cc3ncc[nH]3)C2)nc2ccccc21 | i
Fc1ccc(-c2nnc(-c3ccc(F)cc3)o2)cc1 | i
CC1CCCC(N2CCC(N3CCCCC3)CC2)C1 (centres undefined) | i
CN(C)c1ncccc1CNC(=O)C1(Cn2ccnc2)CC1 | i
CC(=O)N1N=C(c2cccc([N+](=O)[O-])c2)OC1c1ccc(Br)cc1 (centres undefined) | u
COC(=O)c1c[nH]n2c(=O)c(Cc3ccccc3F)c(C)nc12 | i
Cc1cc(N(C)C)nc(Nc2ccc(NC(=O)c3ccccc3I)cc2)n1 | u
